# Screening results as filed in PubChem.
# FN deposition inh: fibronectin deposition inhibition; AH1F fibroblasts, Alexa488-fibronectin deposition fluorescence, overnight; inhibition, % at 12.6 µM; 350,000 tested, 0.086% active;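 active = mean inhibition across replicates of 30% or more, regardless of how many single replicates reach that level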;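 note: positive control wells lacked labelled fibronectin entirely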
#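 test system = AH1F fibroblasts assembling fluorescent fibronectin matrix | quantity = 10000 AH1F cells per well | buffer or medium = DMEM plus 2% serum, read in PBS | doses = single dose, pinned | incubation = 1 h cell attachment, overnight exposure to compound and label | detection = fluorescence at 485 nm excitation, 525 nm emission | read-out basis = inhibition from reduced deposited-fibronectin fluorescence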
# esBAF inh: inhibitors of esBAF chromatin remodeling in mouse ES cells; Bmi1-luciferase knock-in reporter, 24 h; 100% = twice the neutral-well signal; reporter increase, % at 12.5 µM; 350,000 tested, 2% active; in the data active = activation above about 40%;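 note: 0% = median of the plate's neutral control wells and 100% = double that signal; a rise in the Bmi1 reporter signal indicates esBAF inhibition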
# XiGFP reactiv: X-chromosome reactivation activator; XiGFP mouse fibroblasts, % GFP-positive cells imaging, 3 d; cells co-treated with 5-aza-dC sensitizer; scaled so ellipticine positive control = 100%; activation, % at 7.58 µM; 360,000 tested, 0.055% active; AID 743238;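 active = mean normalized replicate activation at least 10% and every replicate at or above 10%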;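 note: 0% = median of on-plate neutral control wells and 100% = ellipticine 6 µM median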
#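 Schedule: 3 d treatment, 15 min room-temperature fixation; system: 68-5-11 XiGFP fibroblast line; buffer or medium: DMEM plus 5-aza-dC sensitizer; control set: ellipticine 6 µM positive control; compound: one concentration, pinned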
# RAD52 anneal inh: blocks human RAD52 DNA annealing; recombinant RAD52 DNA annealing, FRET fluorescence; inhibition, % at 18.7 µM; 360,000 tested, 0.46% active; AID 651710;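 active = every replicate showing at least 50% inhibition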
# Target sequence (P43351 whole entry, looked up): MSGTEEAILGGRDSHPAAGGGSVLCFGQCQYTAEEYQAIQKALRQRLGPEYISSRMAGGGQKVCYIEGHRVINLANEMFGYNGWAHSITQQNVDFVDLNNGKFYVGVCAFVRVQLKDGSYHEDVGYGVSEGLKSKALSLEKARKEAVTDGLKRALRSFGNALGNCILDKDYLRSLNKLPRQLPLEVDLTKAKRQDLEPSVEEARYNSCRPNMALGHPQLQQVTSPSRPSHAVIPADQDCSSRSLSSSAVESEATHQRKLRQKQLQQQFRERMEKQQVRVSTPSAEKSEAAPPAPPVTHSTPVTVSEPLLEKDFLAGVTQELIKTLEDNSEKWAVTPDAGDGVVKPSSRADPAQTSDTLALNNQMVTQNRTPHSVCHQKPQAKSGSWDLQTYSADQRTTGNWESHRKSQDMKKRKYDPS
# EWS-Fli inh: EWS/Fli transcriptional activity inhibition. inhibition, % at 12.6 µM. A673 NR0B1-luciferase reporter, viability-normalised. 350,000 tested, 0.67% active;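 active = mean inhibition of at least 50% after viability correction, with every replicate also passing that limit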;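 note: firefly luciferase signal divided by Alamar Blue viability fluorescence both relative to DMSO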
# RAD54 inh: RAD54 (human) branch migration inhibition | RAD54 Holliday junction branch migration, FAM/BHQ fluorescence | 360,000 tested, 0.14% active | inhibition, % at 10.4 µM;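 active = mean normalized replicate activity at least 40 and at least half of replicates scoring 40 or more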;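 note: 0% = median of neutral control wells and 100% = median of positive control wells; inhibitors cause a drop in the FAM fluorescence signal; in these data hits start at about 50%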
# S100A4 inh HTS: blocks human S100A4 binding to myosin IIA peptide; inhibition, % at 10.7 µM; S100A4/TAMRA-MyoIIA peptide fluorescence polarization; P26447; 360,000 tested, 0.14% active;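 active = mean inhibition of at least 70% across replicates, with every replicate also reaching that level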
#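 Test system – S100A4 monomer (human) · Compound – single-point compound testing · Schedule – 5 min incubation before reading · Probe or stimulus – TAMRA-labelled myosin IIA heavy-chain peptide probe, 5 nM · Benchmarks – neutral control DMSO, positive control TFP · Medium – Calcium-containing HEPES buffer, pH 7.2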
# E-sel inducer: induces E-selectin expression in human endothelial cells; P16581; HUVEC E-selectin immunofluorescence imaging; normalized: neutral wells 0, TNF-alpha wells 100; activation, % at 7.58 µM; 260,000 tested, 0.37% active; AID 686992;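 active = mean E-selectin-positive cell signal at least 10% of the positive control, reached in at least 60% of replicates, without over 20% cell loss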;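 note: in these data hits start at about 27%; measured in HUVEC primary endothelial cells; signal is the percent of cells scored E-selectin positive by PE staining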
# Target sequence (P16581 whole entry, looked up): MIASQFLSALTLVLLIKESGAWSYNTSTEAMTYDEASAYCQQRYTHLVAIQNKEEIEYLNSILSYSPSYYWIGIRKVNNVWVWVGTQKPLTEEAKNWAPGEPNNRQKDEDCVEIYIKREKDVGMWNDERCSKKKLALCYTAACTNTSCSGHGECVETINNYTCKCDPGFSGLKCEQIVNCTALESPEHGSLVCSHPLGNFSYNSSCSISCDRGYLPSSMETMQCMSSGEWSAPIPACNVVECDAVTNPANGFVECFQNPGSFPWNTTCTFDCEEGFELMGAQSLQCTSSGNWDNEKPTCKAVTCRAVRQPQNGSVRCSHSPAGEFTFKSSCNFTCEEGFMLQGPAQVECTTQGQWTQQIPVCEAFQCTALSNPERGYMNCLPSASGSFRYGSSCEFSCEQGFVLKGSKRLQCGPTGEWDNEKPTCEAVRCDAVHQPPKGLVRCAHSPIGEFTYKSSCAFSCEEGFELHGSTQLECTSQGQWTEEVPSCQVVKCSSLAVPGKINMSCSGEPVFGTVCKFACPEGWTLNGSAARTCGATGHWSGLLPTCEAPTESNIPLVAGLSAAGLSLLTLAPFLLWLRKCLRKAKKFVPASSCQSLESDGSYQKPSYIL
#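 Test system: HUVEC; input: 3,000 HUVEC/well; measured by: immunofluorescence imaging; read-out: % PE-positive cells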
# * hit, by the source's call; x = no result given.
SMILES,FN deposition inh,esBAF inh,XiGFP reactiv,RAD52 anneal inh,EWS-Fli inh,RAD54 inh,S100A4 inh HTS,E-sel inducer
CC(C)NC(=O)N(C)C[C@@H]1Oc2cc(-c3cncnc3)ccc2S(=O)(=O)N([C@H](C)CO)C[C@H]1C,-3,0,-0.7,4,-10,0,23,0.1
O=C(C[C@@H]1C=C[C@@H](NC(=O)c2ccncc2)[C@@H](CO)O1)NCC1CC1,-9,2,0.2,-2,1,-2,14,-0.2
COc1cc(/C=C/C(=O)O)cc(S(=O)(=O)NNC(=O)c2cc(C)oc2C)c1OC,1,-10,0.0,-19,5,13,4,0.6
Cc1cc(=O)oc2cc(OC(C(=O)O)c3ccccc3)ccc12 (configuration not stated),8,2,0.0,-12,-13,-8,-2,-0.2
CCc1ccc(CN(C(=O)c2cccs2)C2CCS(=O)(=O)C2)cc1 (configuration not stated),1,x,0.1,-3,0,-5,9,-0.1
Cc1ccccc1S(=O)(=O)N1CC(=O)N2[C@H](CO)[C@H](c3ccc(C#CCC(C)C)cc3)[C@H]2C1,x,x,0.4,-27,-1,x,-1,0.1
COc1ccc(CCN2C(=O)COc3ccccc3C2C(=O)Nc2c(C)cccc2C)cc1OC (configuration not stated),-3,x,-0.1,1,0,x,-1,x
CN(C)c1cccc(C(=O)N2CCCC(C(=O)c3cc(F)ccc3F)C2)c1 (configuration not stated),2,x,0.0,-7,-9,x,3,-0.1
CO[C@H]1CN(C)C(=O)c2ccc(NC(=O)C3CCC3)cc2OC[C@H](C)N(Cc2ccccn2)C[C@H]1C,-7,-1,0.0,-5,5,5,-31,0.2
Cc1nsc2nc3c(F)c(F)c(F)c(F)c3cc12,-4,-7,0.4,-19,25,-5,-2,x
CC(C)C[C@H]1CNC(=O)C(=O)N1C[C@H]1CCCN1C[C@H](CC(C)C)N1C[C@H](Cc2ccccc2)N(CCc2ccccc2)C(=O)C1=O,2,4,0.9,-3,-5,-6,-2,1.6
CC(=O)Nc1ccc(NC(=O)CSc2nnc3ccc(-c4cccnc4)nn23)cc1,-1,x,0.1,-9,-1,x,-2,3.5
C[C@@H]1CCCCO[C@@H](CN(C)Cc2ccccc2)[C@@H](C)CN([C@@H](C)CO)C(=O)c2cc(NC(=O)Cc3ccccc3)ccc2O1,-17,2,1.7,7,0,-2,-25,x
Nc1nc(Nc2ccccc2)n[nH]1,26,-6,0.0,2,-1,4,-4,0.1
CO[C@H]1CN(C)C(=O)c2cc(NC(C)=O)ccc2OC[C@H](C)N(C(=O)C2CC2)C[C@@H]1C,-12,6,0.1,-4,-1,6,5,-0.1
Nc1ccc(F)c(CN2CCN(c3ncc(Cc4ccccc4)cn3)CC2)c1,2,x,0.2,-12,4,x,-20,-0.2
CCOc1ccccc1CN1CCNC(=O)C1CC(=O)N(C)CCc1ccccn1 (configuration not stated),-9,-6,0.1,-12,0,-2,5,0.1
Cc1cccc(NC(=O)C2CCN(S(=O)(=O)c3cccc4cccnc34)CC2)c1,3,2,0.0,-15,10,-2,7,x
COc1ccc(S(=O)(=O)Nc2ccc3c(c2)CC(=O)N([C@@H](C)CO)C[C@H](C)[C@@H](CN(C)S(=O)(=O)c2ccccc2)O3)cc1,x,1,0.3,x,3,-1,x,-0.3
C=CCN(CC=C)CC(O)CN(c1cc([N+](=O)[O-])ccc1OC)S(=O)(=O)c1ccccc1 (configuration not stated),2,1,0.0,x,x,6,x,-0.9

# Look-ups from the list:
# RAD52 anneal inh with Nc1nc(Nc2ccccc2)n[nH]1 stands at 2
# XiGFP reactiv with CC(=O)Nc1ccc(NC(=O)CSc2nnc3ccc(-c4cccnc4)nn23)cc1 stands at 0.1

# New compounds follow
SMILES,FN deposition inh,esBAF inh,XiGFP reactiv,RAD52 anneal inh,EWS-Fli inh,RAD54 inh,S100A4 inh HTS,E-sel inducer
C[C@@H](NC(=O)C[C@H]1C[C@H]2c3cc(NC(=O)C4CCOCC4)ccc3O[C@H]2[C@@H](CO)O1)c1ccccc1,x,1,0.3,3,0,0,2,-0.1
CCOc1ccc(NC(=S)N(CCN2CCOCC2)Cc2cc3cc4c(cc3[nH]c2=O)OCCO4)cc1,-3,0,0.0,-8,10,-1,-1,4.8
CCC(=O)N(C)C[C@@H]1Oc2ncc(C#Cc3ccccc3)cc2C(=O)N([C@@H](C)CO)C[C@H]1C,-24,2,-1.0,-9,3,-8,-4,-0.4
CCCC(=O)Nc1ccc2c(c1)C(=O)N(C)C[C@@H](OC)[C@@H](C)CN(Cc1ccccn1)[C@@H](C)CO2,2,1,2.9,-6,3,0,12,-0.2
O=C(COC(=O)/C=C/c1ccc(S(=O)(=O)N2CCOCC2)cc1)NCc1ccc(Cl)cc1,-6,1,0.8,-9,-6,-1,5,1.0
COc1ccc(NC(=O)Nc2ccc3c(c2)[C@H]2C[C@H](CC(=O)NCc4ccncc4)O[C@H](CO)[C@H]2O3)cc1,x,2,0.3,-12,-1,5,10,0.3
C[C@@H]1CN([C@@H](C)CO)C(=O)c2ccccc2-c2ccccc2CO[C@@H]1CN(C)C(=O)Nc1cccc(F)c1,-10,0,-0.4,7,10,-9,37,-0.3
CCCCN(C(=O)/C=C/c1ccco1)c1c(N)n(CC(C)C)c(=O)[nH]c1=O,8,x,0.0,-16,3,x,-4,x
Cc1cccc(N2C(=O)c3ccc(C(=O)Nc4ccccn4)cc3C2=O)c1,-6,4,0.0,-7,x,-2,-2,5.8
COc1ccc(C(=O)N/C(=C\c2cc(OC)c(OC)cc2[N+](=O)[O-])C(=O)NCCO)cc1,2,x,0.0,-8,6,x,2,-0.4
O=C(O/N=C1\CCCc2ccccc21)C1CC1,-6,-3,0.1,-14,3,2,-2,2.5
O=[N+]([O-])c1cc2c(cc1/C=N/n1cnnc1)OCO2,-13,x,0.0,-7,-2,x,5,x
CC(=O)OCC(=O)[C@H]1CC[C@H]2[C@@H]3CCC4=CC(=O)CC[C@]4(C)[C@H]3CC[C@]12C,-8,0,-0.1,-10,-3,-4,-14,0.0
CC(NC(=O)COC(=O)C1CCC1)c1ccccc1 (configuration not stated),4,2,0.0,-10,-7,-5,19,1.5
C[C@H]1CCCCO[C@@H](CN(C)C(=O)c2ccccc2)[C@@H](C)CN([C@@H](C)CO)C(=O)c2cc(NC(=O)Nc3ccc(F)cc3)ccc2O1,13,4,0.1,10,10,-4,-8,0.1
CCN(CC(=O)Nc1ccc(NC(C)=O)cc1)C(=O)Cc1ccc(Cl)c(Cl)c1,5,5,0.4,-11,2,1,-4,0.2
CCCN(CC1COc2ccccc2O1)C(=S)Nc1ccc(C)cc1 (configuration not stated),3,1,-0.1,x,x,6,x,x
CCc1ccc(Nc2nc(C)cc(C)c2C(N)=O)cc1,5,-7,0.2,-13,2,5,-6,0.1
CO[C@@H]1CC[C@@H]2CCN(C)C(=O)C[C@@H](c3ccccc3)CN(C)C(=O)c3cccc(C#N)c3OC[C@H]1O2,-6,0,0.0,-18,-1,-1,-2,-0.2
Cc1ccc(CN2CCN(Cc3cn[nH]c3-c3cccc(F)c3)CC2CCO)o1 (configuration not stated),x,x,0.0,-15,-30,x,-4,x

# Part of the list above in another layout:
C[C@@H](NC(=O)C[C@H]1C[C@H]2c3cc(NC(=O)C4CCOCC4)ccc3O[C@H]2[C@@H](CO)O1)c1ccccc1
- FN deposition inh: x
- esBAF inh: 1
- XiGFP reactiv: 0.3
- RAD52 anneal inh: 3
- EWS-Fli inh: 0
- RAD54 inh: 0
- S100A4 inh HTS: 2
- E-sel inducer: -0.1
CCOc1ccc(NC(=S)N(CCN2CCOCC2)Cc2cc3cc4c(cc3[nH]c2=O)OCCO4)cc1
- FN deposition inh: -3
- esBAF inh: 0
- XiGFP reactiv: 0.0
- RAD52 anneal inh: -8
- EWS-Fli inh: 10
- RAD54 inh: -1
- S100A4 inh HTS: -1
- E-sel inducer: 4.8
CCC(=O)N(C)C[C@@H]1Oc2ncc(C#Cc3ccccc3)cc2C(=O)N([C@@H](C)CO)C[C@H]1C
- FN deposition inh: -24
- esBAF inh: 2
- XiGFP reactiv: -1.0
- RAD52 anneal inh: -9
- EWS-Fli inh: 3
- RAD54 inh: -8
- S100A4 inh HTS: -4
- E-sel inducer: -0.4

# The results go on.
SMILES,FN deposition inh,esBAF inh,XiGFP reactiv,RAD52 anneal inh,EWS-Fli inh,RAD54 inh,S100A4 inh HTS,E-sel inducer
C[C@H]1CN([C@@H](C)CO)C(=O)Cc2cc(NC(=O)C3CCCCC3)ccc2O[C@H]1CN(C)C(=O)Nc1ccc2c(c1)OCO2,x,26,0.0,1,-86,-1,-33,-2.5
CCOc1ccc(CN2CCN(Cc3cccn3-c3ncccn3)CC2CCO)cc1 (configuration not stated),-7,4,0.2,-14,14,-14,-2,-0.1
N#Cc1nc(-c2ccc(F)cc2)oc1NCc1cccc2c1OCO2,-9,-1,0.0,-6,1,-7,4,-1.3
CCCC(=O)Nc1ccc2c(c1)C(=O)N(C)C[C@H](OC)[C@H](C)CN(C(=O)C1CCCC1)[C@@H](C)CO2,-7,1,0.0,-7,-2,-1,2,-0.1
C[C@H](CO)N1C[C@H](C)[C@@H](CN(C)S(=O)(=O)c2ccc(Cl)cc2)OCc2ccccc2-c2ccccc2C1=O,0,-8,-0.1,18,11,14,6,-0.1
CCCC(=O)n1nc(-c2cccnc2)nc1NCc1cccs1,x,x,0.4,-19,-7,x,0,-1.8
Cc1c(NS(=O)(=O)c2ccc(N)cc2)c(=O)n(-c2ccccc2)n1C,-6,-11,0.0,1,7,-1,-3,x
CCCC#Cc1ccc2c(c1)[C@@H]1[C@@H](CCN1S(=O)(=O)c1ccccc1F)[C@@H](CO)N2,-1,x,0.0,-16,x,x,-8,1.3
C[C@H](CO)N1C[C@H](C)[C@H](CN(C)Cc2ccncc2)Oc2c(NC(=O)c3nc4ccccc4s3)cccc2C1=O,x,5,-0.4,-33,-3,3,9,x
O=C(Cn1nnc2ccccc21)c1cccc([N+](=O)[O-])c1,-4,-3,0.3,1,-9,1,3,x
O=C(O)c1cn(-c2ccc(F)cc2)c2cc(Cl)c(F)cc2c1=O,-1,-7,0.0,-5,7,-5,-2,x
COc1ccc(CCCC(=O)Nc2ccccc2F)cc1,-11,x,-0.1,-23,-21,x,0,0.3
COc1nc(-c2ccccc2)c2cc(C)ccc2n1,6,-3,0.1,-1,8,8,3,-0.1

# By substructure, those above containing a cyano group
SMILES,FN deposition inh,esBAF inh,XiGFP reactiv,RAD52 anneal inh,EWS-Fli inh,RAD54 inh,S100A4 inh HTS,E-sel inducer
CO[C@@H]1CC[C@@H]2CCN(C)C(=O)C[C@@H](c3ccccc3)CN(C)C(=O)c3cccc(C#N)c3OC[C@H]1O2,-6,0,0.0,-18,-1,-1,-2,-0.2
N#Cc1nc(-c2ccc(F)cc2)oc1NCc1cccc2c1OCO2,-9,-1,0.0,-6,1,-7,4,-1.3

# Gathered by group: those above with an NH in an aromatic ring.
SMILES,FN deposition inh,esBAF inh,XiGFP reactiv,RAD52 anneal inh,EWS-Fli inh,RAD54 inh,S100A4 inh HTS,E-sel inducer
Nc1nc(Nc2ccccc2)n[nH]1,26,-6,0.0,2,-1,4,-4,0.1
CCOc1ccc(NC(=S)N(CCN2CCOCC2)Cc2cc3cc4c(cc3[nH]c2=O)OCCO4)cc1,-3,0,0.0,-8,10,-1,-1,4.8
CCCCN(C(=O)/C=C/c1ccco1)c1c(N)n(CC(C)C)c(=O)[nH]c1=O,8,x,0.0,-16,3,x,-4,x
Cc1ccc(CN2CCN(Cc3cn[nH]c3-c3cccc(F)c3)CC2CCO)o1 (configuration not stated),x,x,0.0,-15,-30,x,-4,x
